Source: PubChem (Small Molecule Screening Facility, UW Madison)
SSB-PriA inh – K. pneumoniae PriA-SSBct interaction inhibition; inhibition, % at 33 µM; hit rate 0.6% among 430,000; AID 1272365; AlphaScreen SSBct-PriA binding, biotinylated peptide; in the data active = inhibition mostly above about 37%, no sharp cut-off; inactive = mostly below about 20%;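 also: plate controls were negative control peptide for no effect and reference peptide for full effect; strong numbers were not always called active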
* = called active by the depositor; i = inactive; & = joins results of further samples. A portion of the library. The share of hits here may be higher or lower than overall.

SMILES | SSB-PriA inh
O=C(CSc1ncnc2c1cnn2-c1ccc(Cl)cc1)N1CCCc2ccccc21 | -12.0
COC(=O)NN=Cc1cc(Cl)cc(Cl)c1OCc1ccccc1F | -9.4
O=C(NCCn1ncc2c(N3CCN(c4ccccc4)CC3)ncnc21)c1c(F)cccc1Cl | 2.0
Cc1cc(C=NNC(=O)C(O)(c2ccccc2)c2ccccc2)c(C)n1-c1ccc(C(=O)O)cc1 | -13.0
CC(C=NNC(=O)c1ccc2c(c1)OCO2)c1ccccc1 (stereo unspecified) | -7.2
O=C(Nc1cccs1)N1CCOC2(CCOCC2)C1 | 15.0
COc1ccc2nc(-n3nc(C)cc3NC(=O)c3ccccc3S(C)(=O)=O)sc2c1 | 2.0
Cc1ccc(-c2cc(CNC(=O)c3ccc(C)c(C)c3)no2)cc1 | -13.0
CC1(C)C2CCC1(CS(=O)(=O)NCC1CCN(S(=O)(=O)C3CC3)CC1)C(=O)C2 (stereo unspecified) | 7.0
CSc1ccccc1NC(=O)CC1CCCCN1S(=O)(=O)c1cccs1 (stereo unspecified) | 24.0
Cc1csc(NC(=O)NC2CC(=O)N(c3ccc4c(c3)OCCO4)C2)n1 (stereo unspecified) | -10.0
COc1ccc(-n2nc(-c3ccccc3)c3cnc4c(F)cccc4c32)cc1 | -12.0
COCCNC(=O)CSc1nc(C(F)(F)F)cc(=O)[nH]1 | 0.0
CC(=NNC(=O)c1ccc(O)cc1)c1cc2ccccc2o1 | 1.2
COc1ccccc1-c1csc(NC(=O)c2cccc(Br)c2)n1 | 7.0
CCSc1nnc(NC(=O)CSc2nc3ccccc3o2)s1 | -8.0
Cc1ccc(NC(=O)NCc2nccc(N3CCCCC3)n2)cc1C | 1.0
Cc1cc(N2CCC(NC(=O)C3(c4ccccc4)CC3)CC2)n[nH]1 | -14.0
O=C1c2ccccc2C(=O)N1CC#CCN1CCCCCC1 | -20.0
Cc1ccc(-n2ncc3c(SCC(=O)NCc4ccc(F)cc4)ncnc32)c(C)c1 | -20.0
Cc1ccc(SCc2cc(=O)[nH]c(N=C(N)Nc3ccccc3Sc3ccccc3)n2)cc1 | -13.1
C/C(C=NNC(=O)Cn1nccc1C)=C\c1ccc(C(C)C)cc1 | -1.8
CCOC(=O)N1CCN(S(=O)(=O)c2ccc(C(=O)NNC(=O)c3ccc(S(=O)(=O)N4CCOCC4)cc3)cc2)CC1 | 12.0
N#Cc1ccccc1N=Cc1c[nH]c2ccccc12 | -12.0
Cn1c(=NC(=O)C2=COCCO2)sc2cc(Cl)cc(Cl)c21 | -16.0

The final 3 compounds of the section above come first, to join the parts:
SMILES | SSB-PriA inh
CCOC(=O)N1CCN(S(=O)(=O)c2ccc(C(=O)NNC(=O)c3ccc(S(=O)(=O)N4CCOCC4)cc3)cc2)CC1 | 12.0
N#Cc1ccccc1N=Cc1c[nH]c2ccccc12 | -12.0
Cn1c(=NC(=O)C2=COCCO2)sc2cc(Cl)cc(Cl)c21 | -16.0
CCCCCCCCn1c(=O)[nH]c2ccccc21 | -12.0
CCOc1ccccc1C(=O)Nc1ccc(-c2ccc(N3CCN(C)CC3)nn2)cc1 | 5.0
COc1ccc(C=NNc2cc(C)nc(-n3nc(C)cc3C)n2)cc1 | 5.1
O=C(NCc1ccccc1Cl)C(=O)Nc1ccc(N2CCCS2(=O)=O)cc1 | -18.0
CC(CC1CC(COCC(C)C)OC1=O)=NNc1nc(-c2ccccc2)cs1 (stereo unspecified) | 3.9
CSc1cccc(NC(=O)Cn2nc(SC)c(-c3nc(-c4ccc5c(c4)OCO5)no3)c2N)c1 | 6.0
Cc1cc(C)c(NC(=O)CSc2n[nH]c(=O)c3cc(-c4ccc(F)cc4)nn23)c(C)c1 | -25.0
O=C(NCC(O)c1csc2ccccc12)c1ccccc1C(F)(F)F (stereo unspecified) | 2.0
Cc1nnc2ccc(N3CCN(S(=O)(=O)c4ccc(-c5ccccc5)cc4)CC3)nn12 | 3.0
Cc1cccc(S(=O)(=O)NCCC(=O)O)c1 | -17.0
COc1ccc(OC)c(C(=O)N2CCNC(=O)C2C)c1 (stereo unspecified) | -10.0
COc1cc(C=NNC(=O)c2cc(C)oc2C)ccc1O | 2.1
O=C(O)Cc1csc(NC(=O)C2CCC(=O)N2)n1 (stereo unspecified) | 18.0
O=C(CCCSc1ccc(Cl)cc1)Nc1ncnc2sccc12 | -7.0
Cc1nc(N2CCOCC2)c2ccsc2n1 | 8.0
NS(=O)(=O)c1ccc(NC(=O)c2cc3ccccc3c(=O)s2)cc1 | -4.0
CC(=NNC(=O)c1ccc(Cn2cccn2)o1)c1cccc(NC(=O)c2ccncc2)c1 | -4.6
Cc1ccc(Nc2cc(C)nc(Nc3ccc(NC(=O)c4ccc5c(c4)OCO5)cc3)n2)cc1 | 11.0
CCOc1ccccc1C(=O)NCCN1CCN(c2ccc(OC)cc2)CC1 | -6.0
COc1ccc(/C=C/C(=O)NCC(=O)NN=Cc2cccs2)cc1 | 1.7
O=C(NCCNc1cc(N2CCCC2)cnn1)Nc1ccccc1F | -5.0
COC(=O)Nc1ccc(OC)c(N2CCCCC2=O)c1 | -12.0
O=C(Cc1csc(Nc2cccc(C(F)(F)F)c2)n1)N1CCN(c2ccccn2)CC1 | 5.0&7.0
O=S(=O)(Cc1cccc(F)c1)N1CCC(CSCc2ccco2)CC1 | -6.0
COc1ccccc1-c1ccc(N2CCN(S(=O)(=O)c3ccc(F)c(C)c3)CC2)nn1 | 2.0

Look-ups from the list:
CSc1cccc(NC(=O)Cn2nc(SC)c(-c3nc(-c4ccc5c(c4)OCO5)no3)c2N)c1 in SSB-PriA inh has 6.0
NS(=O)(=O)c1ccc(NC(=O)c2cc3ccccc3c(=O)s2)cc1 in SSB-PriA inh has -4.0

Back to the main list; the four compounds before the break are reprinted first.
SMILES | SSB-PriA inh
COC(=O)Nc1ccc(OC)c(N2CCCCC2=O)c1 | -12.0
O=C(Cc1csc(Nc2cccc(C(F)(F)F)c2)n1)N1CCN(c2ccccn2)CC1 | 5.0&7.0
O=S(=O)(Cc1cccc(F)c1)N1CCC(CSCc2ccco2)CC1 | -6.0
COc1ccccc1-c1ccc(N2CCN(S(=O)(=O)c3ccc(F)c(C)c3)CC2)nn1 | 2.0
O=C(NCCCn1ccnc1)C(=O)Nc1ccc(F)c(Cl)c1 | 15.0
CCCCCCCCC(=O)NN=C(C)c1cccnc1 | -16.3
Clc1ccc(CCNc2ncnc3[nH]ncc23)c(Cl)c1 | -6.0
O=C(NCc1ccccc1)c1cc2cc([N+](=O)[O-])ccc2s1 | 3.0
O=C(Cc1ccc(NC(=O)c2ccccc2F)cc1)NCc1cccs1 | -5.0
Cc1nnsc1C(=O)OC1CN(c2nc3ccccc3s2)C1 | -12.0
Cc1nc(C(N)=NOC(=O)c2ccc(Cl)cc2)c(C(F)(F)F)o1 | -1.7
Cc1ccccc1C(=O)NCCn1cc(SCC(=O)NCc2ccco2)c2ccccc21 | 4.0
CCOC(=O)C1CCCN(C(=O)C2CCN(c3cc(Oc4ccc(CC)cc4)ncn3)CC2)C1 (stereo unspecified) | -5.0
CCCCOC(=O)c1ccc(NC(=O)c2cn[nH]n2)cc1 | -2.0
Cc1ccc(C(=O)N/N=C/c2ccc(-c3ccc(Cl)cc3)o2)cn1 | i
N#C/C(=C/c1ccc(-c2cccc(Cl)c2Cl)o1)C(=O)N1CCCCC1 | 4.0
CC1CCC2(CC1)N=C(c1ccccc1)C(=O)N2CC(=O)Nc1ccc2c(c1)OCCO2 (stereo unspecified) | -19.0
O=S(=O)(c1ccc(Cl)cc1)N1CCOC12CCNCC2 | 18.0
O=C(NN=Cc1ccc([N+](=O)[O-])cc1)c1ccc(NS(=O)(=O)c2cccs2)cc1 | 11.0
Cn1cccc1Cc1nnc(SCC(=O)NCc2ccco2)n1Cc1ccccc1 | 11.0
O=C(c1cc2n(n1)CCCO2)N1CCN(C(=O)[C@@H]2CCCO2)CC1 | -10.0
O=C(Cc1cccs1)NCCCS(=O)(=O)N1CCN(c2ccccn2)CC1 | -7.0
O=C(c1ncccn1)N1CCSC(c2ccccc2)CC1 (stereo unspecified) | -15.0
CC(C)(C)C(=O)Nc1nnc(SCC(N)=O)s1 | -3.0
CC(CCc1ccccc1)NC(=O)Cc1csc(Nc2ccc(S(C)(=O)=O)cc2)n1 (stereo unspecified) | -1.0
COc1ccc(CCC(=O)N2CCN(c3nc4c(C(F)(F)F)cccc4s3)CC2)cc1 | -16.0
Cn1nc(C2CCN(C(=O)NC(c3ccccc3)c3ccccc3)CC2)n(C2CC2)c1=O | -7.0
O=C(Nc1ccc(F)c(C(F)(F)F)c1)c1c[nH]c(=O)n(Cc2ccco2)c1=O | -6.0
Cc1cc(C)n(-c2ccc(Nc3ccc(NS(=O)(=O)c4ccc5c(c4)OCCO5)cc3)nn2)n1 | -11.0
Carrying on.
SMILES | SSB-PriA inh
CCc1ccc2ncc(C#N)c(Nc3ccc(F)c(Cl)c3)c2c1 | -33.0
COc1ccc(C=NN(C(C)=O)c2nc(-c3ccc(C)cc3)cs2)cc1 | -11.7
O=C(Cc1c[nH]c2ccccc12)N1CCC(Oc2ccc(C(F)(F)F)cn2)CC1 | 1.0
Cc1cc(O[C@H]2CCN(S(=O)(=O)c3cccc4cccnc34)C2)cc(=O)n1C | -9.0
CN(C)c1ccc(C(=O)NN=C2CCCCC2)cc1 | -1.0
CCCCc1ccc(NC(=O)Cn2nc(-c3ccco3)c3sc(N4CCCCC4)nc3c2=O)cc1 | -8.0
O=C1CSC(=N/N=C\c2ccc(-c3ccc([N+](=O)[O-])cc3)o2)N1 | -7.0
COc1ccc(NC(=O)Cn2cccc(-c3nc(-c4ccccc4)no3)c2=O)cc1Cl | -12.0
CCc1nnc2ccc(OCCNC(=O)COc3ccc(OC)cc3)nn12 | 2.0
CS(=O)(=O)c1cccc(-c2nnc(NC(=O)c3cccc(Br)c3)o2)c1 | 3.0
COc1ccc(C)cc1NC(=O)Cn1c(C)nc2c(sc3cccc(F)c32)c1=O | -6.0
COc1cc(OC)cc(C(=O)Nc2nc(CC(=O)NCc3ccco3)cs2)c1 | -5.0
Cc1nc2ccccn2c1C(=O)NCc1cncc(-c2cccs2)c1 | -11.0
Cc1ccc(C=NNC(=O)c2cccs2)o1 | -5.9
O=C(CSc1nnc2n1CCN2c1ccc(F)cc1)N1CCc2ccccc21 | -4.0
N#C/C(=C\c1ccc(O)cc1)C(=O)Nc1ccc(Cl)cc1 | 6.0
Cc1nn(C)c(C)c1S(=O)(=O)NCC1CCN(c2ccccn2)CC1 | 2.0
CN(C)[C@@H](CNC(=O)C(=O)NC1CCCCC1)c1ccco1 | -8.0
Cc1cc(NC(=O)c2cccc(N3C(=O)CCC3=O)c2)on1 | -1.0
O=C(CCl)Nc1cccnc1 | 26.0
O=C(NN=Cc1sc(N2CCOCC2)nc1-c1ccccc1)c1ccc(O)cc1 | 14.3
CN1C(=O)C(C)(C)COc2ccc(NC(=O)c3cccc4ccccc34)cc21 | 36.0
COc1cc(NC(=O)CC(C)=NNC(=O)Cc2ccc(Cl)cc2)c(OC)cc1Cl | -15.7
O=C(Nc1cnn(C[C@H]2COc3ccccc3O2)c1)c1cccc(-n2cccn2)c1 | -6.0
Cc1cccc(-c2noc(CS(=O)(=O)c3ccc(Cl)cc3)n2)c1 | -10.0
Remaining list, next part:
SMILES | SSB-PriA inh
O=C(CSc1nc2ccccc2c(=O)n1-c1ccc(Cl)cc1)NN=C/C=C/c1ccccc1[N+](=O)[O-] | 11.7
Cc1cc2ncc(NC(=O)NC3CCCCC3)cn2n1 | -27.0
Cc1sc2ncnc(NN=Cc3ccccc3O)c2c1C | 32.7
Cc1cc2cc(CNC(=S)Nc3ccc(Cl)c(Cl)c3)ccc2n1C | 2.0
O=C(c1cc(-c2ccc(F)cc2)c[nH]1)N1CCC[C@H](Cc2nc(-c3ccsc3)no2)C1 | 13.0
CC(C)CCN1C(=O)C(C)(C)COc2cc(NS(=O)(=O)CC(C)C)ccc21 | -13.0
CC(C)(Oc1ccc(Cl)cc1)C(=O)N1CCCSC[C@@H]1CN1CCOCC1 | -21.0
Cc1ccc(N(C(=O)CCCc2ccccc2)C2C=CS(=O)(=O)C2)cc1C (stereo unspecified) | -2.0
Cc1cc(F)ccc1S(=O)(=O)Nc1ccc(N2CCCCC2=O)cc1 | -16.0&0.0
Cn1c(=O)c2c(SCC(=O)NCC3CCCO3)ccnc2n(C)c1=O (stereo unspecified) | -1.0
C=CCN(CC=C)S(=O)(=O)c1ccc2nc(NC(=O)/C=C/c3ccco3)sc2c1 | -10.0
CCN(CC)CCN(C(=O)c1ccc2ncsc2c1)c1nc2c(OC)ccc(C)c2s1 | -14.0
O=C(CSc1nnc(-c2cccnc2)n1-n1cccc1)Nc1ccccc1C(F)(F)F | -25.0
O=C(c1nc(-c2cnccn2)no1)N1CCN(C2CCCCC2)CC1 | -26.0
COc1ccc(NC(=O)C(=O)NC[C@@H](c2cccn2C)N2CCOCC2)c(OC)c1 | -9.0
O=C1C[C@H](c2nc3ccccc3n2CCN2CCOCC2)CN1c1ccc(F)cc1 | -13.0
CCNC(=O)N1CCN(CC(=O)c2cccs2)CC1 | -13.0
O=C1NC2(CCN(S(=O)(=O)c3ccccc3Cl)CC2)C(=O)N1CCc1ccccc1 | -2.0
COC1(CNC(=O)c2ccsc2)Cc2ccccc2C1 | 5.0
CCn1c(C2CCN(C(=O)c3nc4ccccc4s3)CC2)nn(CCOC)c1=O | -6.0
O=C(CCNS(=O)(=O)c1cccc(Cl)c1)NCc1ccccc1-c1ccsc1 | -5.0
CCOc1ccc(Cl)cc1C=NNC(=O)c1ccccc1 | -0.8
CCc1ccc(CNC(=O)c2nc(-c3cn(-c4ccc(F)cc4)nn3)no2)cc1 | -2.0
Cn1nc(-c2ccc(F)cc2)cc1C(=O)NCCn1nc(C(F)(F)F)c2c1CCCC2 | -22.0
CC(=O)c1ccc(NN=C2CCCNC2=O)cc1 | -8.0
CCOc1ccc(-c2cn3c(CC(=O)Nc4ccc(C(N)=O)cc4)csc3n2)cc1 | 3.0
COC(=O)CC1=Nc2ccccc2N=C(SCC(=O)Nc2ccc(S(C)(=O)=O)cc2)C1 | -1.0
Cc1cc(O[C@H]2CCN(C(=O)c3ccc(-n4cccc4)cc3)C2)cc(=O)n1C | 6.0
O=C1COc2cc(Cl)ccc2N1Cc1nc(-c2ccncc2)no1 | -16.0
CC(=O)Nc1ncc(C#N)s1 | 7.0
